High-throughput results from PubChem.
TRPC4 inh – inhibitors of mouse TRPC4 channel. 300,000 tested, 0.39% active. B-score at 10 µM. HEK293 TRPC4beta/mu-opioid, DAMGO-evoked Fluo4 calcium flux; stronger effect = lower value. AID 2247;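 active means B-score over 3 SD under the library average, no early fluorescence shift, positive overall ratio signal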
Target sequence (Q9QUQ5 whole entry, looked up): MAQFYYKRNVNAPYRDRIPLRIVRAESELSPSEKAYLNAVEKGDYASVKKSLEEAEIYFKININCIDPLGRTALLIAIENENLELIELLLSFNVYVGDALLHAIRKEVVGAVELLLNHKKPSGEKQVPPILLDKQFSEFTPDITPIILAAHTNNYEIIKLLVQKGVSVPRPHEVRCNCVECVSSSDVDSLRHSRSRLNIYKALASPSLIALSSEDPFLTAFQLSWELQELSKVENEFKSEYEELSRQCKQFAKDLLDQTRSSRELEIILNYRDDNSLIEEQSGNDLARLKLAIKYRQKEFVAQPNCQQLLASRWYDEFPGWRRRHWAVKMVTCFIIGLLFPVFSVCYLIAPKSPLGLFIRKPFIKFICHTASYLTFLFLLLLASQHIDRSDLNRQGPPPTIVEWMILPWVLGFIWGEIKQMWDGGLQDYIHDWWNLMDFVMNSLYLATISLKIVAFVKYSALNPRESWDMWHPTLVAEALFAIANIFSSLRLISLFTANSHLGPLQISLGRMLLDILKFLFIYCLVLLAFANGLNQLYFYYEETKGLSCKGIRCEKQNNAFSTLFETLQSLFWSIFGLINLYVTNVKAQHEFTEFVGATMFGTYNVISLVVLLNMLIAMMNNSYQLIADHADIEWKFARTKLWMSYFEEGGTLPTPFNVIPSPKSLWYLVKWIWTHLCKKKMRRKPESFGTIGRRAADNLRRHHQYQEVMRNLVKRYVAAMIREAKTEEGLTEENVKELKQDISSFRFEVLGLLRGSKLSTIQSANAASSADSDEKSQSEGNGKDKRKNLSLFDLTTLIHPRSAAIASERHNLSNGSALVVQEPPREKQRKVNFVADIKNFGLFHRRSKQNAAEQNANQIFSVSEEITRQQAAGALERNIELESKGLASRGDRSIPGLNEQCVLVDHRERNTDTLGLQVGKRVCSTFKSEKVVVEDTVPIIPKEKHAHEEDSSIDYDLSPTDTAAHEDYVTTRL
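Assay system: HEK293 cells with stable TRPC4beta plus mu-opioid receptor expression; Probe or stimulus: DAMGO in two steps, submaximal then maximal; Dosing: single-point compound dosing; Measured by: Fluo4 calcium-dye fluorescence, kinetic read; Read-out basis: B score from integrated Fluo4 fluorescence ratio.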
PolyA inh – inhibitors of polyadenylation in S. cerevisiae. 300,000 tested, 0.02% active. S. cerevisiae SKY197-pL101 polyadenylation reporter, beta-gal luminescence; efflux-impaired pdr1/pdr3 knockout yeast; score 100 = 6 SD above DMSO. calls only at 12 µM. AID 1875;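 active means lowest replicate activity score at least 50, where 100 means six control SD above control mean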;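 further: yeast exposed to compound for 9 h at 30 °C; higher score means more reporter readthrough which indicates perturbed polyadenylation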
TRPC6 inh – inhibitors of mouse TRPC6 channel | B-score at 10 µM | HEK293-TRPC6, membrane potential dye, ACh-evoked depolarization; stronger effect = lower value | 310,000 tested, 1.1% active | AID 2553;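 active means B-score under library mean minus 3 SD, initial fluorescence not abnormally high, positive integrated signal ratio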;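 further: B-score derived from integrated fluorescence ratio over the kinetic read; more negative B-score means stronger inhibition of depolarization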
MrgX1 antag – human MrgX1 receptor antagonism, primary screen; Q96LB2; MRGX1-HEK293 calcium flux, Fluo-4, BAM8-22 antagonism; stronger effect = lower value; B-score at 10 µM; 310,000 tested, 1.3% active;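 active means calcium-response B-score plate-corrected more than 3 library SD below zero, starting fluorescence within 5 deviations, no agonist response on first addition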;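 further: peak minus trough fluorescence over baseline after final BAM8-22 challenge near maximal dose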
MrgX1 ag – agonists of human MrgX1 receptor; MrgX1-HEK293 cells, Fluo-4 calcium fluorescence, agonist mode; stronger effect = higher value; 310,000 tested, 0.44% active; Q96LB2; B-score at 10 µM; AID 588627;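 active means calcium response B-score plate-corrected fluorescence ratio at least 3 library SD, with starting fluorescence B-score inside 5 SD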
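Test system: HEK293 cells stably expressing human MrgX1 receptor; Input: fifteen thousand cells per well; Dosing: compound delivered in addition one of three; Schedule: overnight seeding, then 1 h dark dye loading; Technique: Fluo-4 NW calcium fluorescence; Measure: B-scored fluorescence response ratio; Controls: positive and negative controls per plate.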
HIF act – HIF pathway transcriptional activation; U2OS HRE-luciferase reporter, luminescence; normalized: DMSO 0%, desferrioxamine 100%; activation, % at 7.5 µM (by protocol); 300,000 tested, 0.32% active; AID 1910;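 active means mean activation of at least 10% of the iron chelator positive control signal, with at least half of replicates also reaching 10%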
AI-2 QS mod – modulators of Vibrio harveyi AI-2 quorum sensing system. Vibrio harveyi JMH597 AI-2 luminescence/OD600 ratio, 9 h; stronger effect = lower value; strain lacks LuxN and CqsS sensors; 0 = neutral-control median. activity change, % at 7.5 µM. 300,000 tested, 0.4% active. AID 2094; in the data active means activity change below about -75%, passing the limit was not always enough;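 further: luminescence divided by OD600 gain over 9 h not by final OD600 alone; inactives centre near 13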
TRPC6 activator – activates the mouse TRPC6 cation channel. 310,000 tested, 0.13% active. B-score at 10 µM. HEK293-TRPC6 membrane potential dye fluorescence; stronger effect = higher value. Q61143. AID 2550;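 active means B-score of the integrated fluorescence ratio above library mean plus 3 SD, and starting fluorescence ratio within library mean plus 5 SD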;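 further: higher score means more depolarization so channel activation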
TRPC4 potent – TRPC4 (mouse) allosteric potentiation; Q9QUQ5; HEK293 TRPC4beta/mu-opioid, DAMGO EC20, Fluo-4 Ca2+ flux; stronger effect = higher value; B-score at 10 µM; 310,000 tested, 0.42% active;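 active means B-score of calcium response area above 5 SD of library B-scores, with initial fluorescence ratio within 5 SD of library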;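 further: B-score of integrated fluorescence ratio over time as area under calcium response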
TRPC4 act – opens the mouse TRPC4 cation channel; AID 2237; B-score at 10 µM; 310,000 tested, 0.49% active; HEK293 TRPC4beta/mu-opioid, Fluo4 calcium fluorescence; stronger effect = higher value;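 active means B-score above 5 SD of library B-scores, and initial fluorescence ratio not above library mean plus 5 SD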;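 further: positive B-score marks a calcium rise read as TRPC4 activation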
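System: HEK293 cells stably co-expressing mouse TRPC4beta and mu-opioid receptor; Schedule: Fluo4 dye loading 45 min at room temperature, 110 s recording; Detection: Fluo4 fluorescence, kinetic; Evaluation: B-scored integrated calcium fluorescence ratio; Controls: buffer (low) and maximal DAMGO (high).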
MrgX1 PAM – human MrgX1 positive allosteric modulation, primary screen; 310,000 tested, 0.63% active; MrgX1-HEK293, Fluo-4 calcium flux, FDSS; stronger effect = higher value; B-score at 10 µM; Q96LB2;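 active means plate-corrected calcium response at least 3 library SD above typical, normal starting fluorescence, not activating the receptor alone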;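 further: compound read alongside a low EC10 to EC30 dose of BAM8-22 agonist; peak minus trough fluorescence over baseline measured at the second addition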
* = called active by the depositor; i = inactive; nt = not tested or not shown. An excerpt; rates above refer to the full screens.

SMILES	TRPC4 inh	PolyA inh	TRPC6 inh	MrgX1 antag	MrgX1 ag	HIF act	AI-2 QS mod	TRPC6 activator	TRPC4 potent	TRPC4 act	MrgX1 PAM
O=C(CSc1nnc(NC(=O)c2ccco2)s1)Nc1ccc(F)cc1	i	i	i	i	i	0.3	17	i	i	i	i
COc1cc(OC)c2c(C)cc(=O)oc2c1C(CCN1CCOCC1)c1ccc(N(C)C)cc1 (stereo not drawn)	i	i	-5.3*	i	i	-2.0	11	i	i	i	i
Cc1ccccc1CSc1nsc(N)n1	i	i	i	i	i	-0.3	24	i	i	i	i
N#Cc1cc([N+](=O)[O-])ccc1NC(=O)COC(=O)CC1CCCC1	i	i	i	i	i	-0.2	8	i	i	i	i
Cc1noc(C)c1CSc1nnc(-c2ccccc2)n1Cc1ccco1	i	i	i	i	i	-1.6	12	i	i	i	i
CCOc1cc(S(=O)(=O)N2CCC(c3nc4ccccc4s3)CC2)c(OCC)cc1S(=O)(=O)N1CCCCC1	i	i	i	i	i	-0.5	16	i	i	i	i
COc1ccc(C(=O)NNC(=O)c2ccc(S(=O)(=O)N3CCCCC3)cc2)cc1	i	i	i	i	i	0.0	3	i	i	i	i
COc1ccccc1CCNC(=O)c1cc(-c2ccncc2)nc2ccc(Br)cc12	i	i	i	nt	nt	-0.4	6	i	i	i	nt
CC1(C)C(=O)OC(/C=C/c2cccc([N+](=O)[O-])c2)C(C)(C)C1=O (stereo not drawn)	i	i	i	i	i	1.0	19	i	i	i	i
COc1cc(C=O)ccc1OC(=O)Nc1ccccc1	i	i	i	i	i	0.3	13	i	i	i	i
O=C(Cc1n[nH]c(=O)[nH]c1=O)N/N=C/c1ccccc1O	i	i	i	i	i	-0.2	6	i	i	i	i
O=C1C(Cl)=C(NC2CCCCC2)C(=O)N1Cc1ccccc1	i	i	i	i	i	0.0	31	i	i	i	i
CCCNC(=O)NC(=O)COC(=O)c1ccc(OC)c(S(=O)(=O)N2CCCc3ccccc32)c1	i	i	i	i	i	0.0	18	i	i	i	i
CCCC(c1nnnn1CC1CCCO1)N1CCN(c2nc3ccccc3s2)CC1 (stereo not drawn)	i	i	i	i	i	-0.1	7	i	i	i	i
COc1ccc(/C=C/C(=O)OC2CCCN(C)C2)cc1 (stereo not drawn)	i	i	i	i	i	0.7	-2	i	i	i	i

Grouped by structure, the compounds so far containing two or more sulfur atoms.
SMILES	TRPC4 inh	PolyA inh	TRPC6 inh	MrgX1 antag	MrgX1 ag	HIF act	AI-2 QS mod	TRPC6 activator	TRPC4 potent	TRPC4 act	MrgX1 PAM
O=C(CSc1nnc(NC(=O)c2ccco2)s1)Nc1ccc(F)cc1	i	i	i	i	i	0.3	17	i	i	i	i
Cc1ccccc1CSc1nsc(N)n1	i	i	i	i	i	-0.3	24	i	i	i	i
CCOc1cc(S(=O)(=O)N2CCC(c3nc4ccccc4s3)CC2)c(OCC)cc1S(=O)(=O)N1CCCCC1	i	i	i	i	i	-0.5	16	i	i	i	i

(further entries)
SMILES	TRPC4 inh	PolyA inh	TRPC6 inh	MrgX1 antag	MrgX1 ag	HIF act	AI-2 QS mod	TRPC6 activator	TRPC4 potent	TRPC4 act	MrgX1 PAM
O=C(/C(Br)=C/Nc1cc(Cl)ccc1Cl)C(F)(F)F	i	i	i	i	i	-0.3	-2	i	i	i	i
OCCC1CN(Cc2nc(-c3ccccc3)cs2)CCN1Cc1ccc(F)cc1 (stereo not drawn)	i	i	i	i	i	0.0	11	i	i	i	i
O=C(Nc1ccccn1)c1csc2c1CCCC2	i	i	i	i	i	1.2	1	i	i	i	8.6*
CC(C)N(CCCNC(=O)c1nn(C)c2c1CS(=O)(=O)c1ccccc1-2)Cc1ccccc1	i	i	i	i	i	0.2	10	i	i	i	i
COCCn1c(=S)[nH]c2sc3c(c2c1=O)CCCC3	i	i	i	i	i	-0.1	21	i	i	i	i
O=C(NCCc1ccccc1)c1nc2c(nnn2Cc2ccccc2Cl)c(=O)[nH]1	nt	i	i	i	i	-0.5	34	i	i	i	i
O=C(/C=C/c1ccc(S(=O)(=O)N2CCOCC2)cc1)NCc1ccccc1Cl	i	i	i	i	i	-0.9	7	i	i	i	i
O=C(CCc1nnc2ccc(N3CCCC3)nn12)Nc1ccc(F)c(F)c1	i	i	i	i	i	0.1	3	i	i	i	i
c1cnc2c(OCc3nc4ccccc4[nH]3)cccc2c1	i	i	i	i	i	3.2	43	i	i	i	i
O=C(CCNC(=O)c1ccc(Br)o1)NCc1ccccn1	i	i	i	i	i	-0.1	9	i	i	i	i
CCCc1n[nH]c2c1/C(=N/O)CC(c1ccccc1)C2 (stereo not drawn)	i	i	i	i	i	0.0	21	i	i	i	i
COc1cccc(NC(=O)CSc2nc3ccccc3c(=O)n2CCCC(=O)NCCCN2CCOCC2)c1	i	i	i	i	i	-0.1	18	i	i	i	i
CCOC(=O)C1CCN(S(=O)(=O)c2cc3c(cc2C)NC(=O)CO3)CC1	i	i	i	i	i	-0.1	8	i	i	i	i
COc1ccc(/C=N/NC(=O)c2ccco2)cc1OCc1ccccc1	i	i	i	i	i	0.1	5	i	i	i	i
CCCc1cc(=O)[nH]c(Nc2ccc(OC)c(Cl)c2)n1	i	nt	i	i	i	-0.4	-24	i	i	i	i
CN(c1ccc(C(=O)NC2CCCC2)cc1)S(=O)(=O)c1ccc(Cl)cc1	i	i	i	i	i	-0.1	5	i	i	i	i
COc1ccc2cc3cc(C(=O)NCc4cccnc4)oc3nc2c1	i	i	i	i	i	0.2	19	i	i	i	i
CCNC(=O)NC(=O)CSc1cccc(C(F)(F)F)c1	i	i	i	i	i	-0.3	5	i	i	i	i
Cc1ccccc1Cn1cc(NC(=O)c2cc(-c3ccco3)on2)cn1	i	i	i	i	i	4.0	12	i	i	i	i
COc1ccc(/C=N/NC(=O)c2ccc(C)cc2)cc1CN1CCN(c2ccc(F)cc2)CC1	i	i	i	i	i	0.1	22	i	i	i	i
CC(C)CNC(=O)c1cc(-c2ccc(Cl)c(Cl)c2)on1	i	i	i	i	i	0.9	29	i	i	i	i
COc1cc2c(cc1OC)-c1nnc(-c3ccco3)n1C1(CCCC1)C2	i	i	i	i	i	-0.6	12	i	i	i	i
C[C@@H]1O[C@@H](OC2C(O)C(OCCc3ccc(O)c(O)c3)OC(CO)C2OC(=O)/C=C/c2ccc(O)c(O)c2)[C@H](O)[C@H](O)[C@H]1O (stereo partly drawn)	i	i	i	-5.1*	i	0.5	0	i	i	i	i
O=C(c1cc2c(s1)CCCC2)N1CCN(c2ccccc2)CC1	i	i	i	i	i	3.2	1	i	i	i	i
O=C1CCc2cc(S(=O)(=O)N3CCN(c4ccc(F)cc4)CC3)cc3c2N1CC3	i	i	i	i	i	0.6	-9	i	i	i	i
CS(=O)(=O)c1nc(S(=O)(=O)c2ccc(Cl)cc2)c(N2CCOCC2)s1	i	i	i	i	i	2.8	68	i	i	i	i
Cc1nn(C2CCS(=O)(=O)C2)c(Cl)c1/C=C/C(=O)OCC(=O)N(C)C (stereo not drawn)	i	i	i	i	i	0.0	-8	i	i	i	i
Cn1c(SCC(=O)N2CCN(c3ccccc3)CC2)nnc1-c1c[nH]c2ccccc12	i	i	i	i	i	-0.2	30	i	i	i	i
O=C1NC(=S)N/C1=C/c1cc2c(cc1[N+](=O)[O-])OCO2	i	i	i	i	i	1.4	12	i	i	i	i
OCC(O)[C@@H](O[C@H]1O[C@H](CO)[C@@H](O)[C@H](O)[C@H]1O)[C@H](O)[C@@H](O)CO (stereo partly drawn)	i	i	i	i	i	0.1	10	i	i	i	i
O=C(CSc1nnc2ccccn12)NNC(=O)c1ccc(F)cc1	i	i	i	i	i	-0.3	14	i	i	i	i
Cc1cccc(NS(=O)(=O)c2cn(C)c(=O)n(C)c2=O)c1C	i	i	i	i	i	-0.4	22	i	i	i	i
CC1Cc2ccccc2N1C(=O)Cc1cccs1 (stereo not drawn)	i	i	i	i	i	0.0	4	i	i	i	i
CCc1cccc(CC)c1NC(=O)c1cccc(S(=O)(=O)N2CCN(C)CC2)c1	i	i	i	i	i	-0.3	16	i	i	i	i
O=C(CSc1ccc2nnc(-c3ccccn3)n2n1)NCc1ccc2c(c1)OCO2	i	i	i	i	i	0.0	21	i	i	i	i
CN(C)S(=O)(=O)c1cccc(NC(=O)CCNC(=O)c2ccccc2Cl)c1	i	i	i	i	i	0.6	1	i	i	i	i
COc1cccc(C(=O)NCc2ccco2)c1	i	i	i	i	i	0.0	21	i	i	i	i
COc1ccc(S(=O)(=O)CCc2nnc(NC(=O)c3cccs3)s2)cc1	i	i	i	i	i	0.3	28	i	i	i	i
Cc1csc(N2CCc3ccccc32)n1	i	i	i	i	i	0.3	10	i	i	i	i
Cc1ccc(C)c(N2CCN(S(=O)(=O)c3c(C)[nH]c(C)c3C(=O)N3CCCCC3)CC2)c1	i	i	i	i	i	-0.5	19	i	i	i	i
CC(C)Nc1ncnc2c1cnn2-c1ccc(Cl)cc1	i	i	i	i	i	-0.3	31	i	i	i	i
CC(=O)c1cc(-c2ccc(F)cc2)n(CCC(=O)NC(C)(C)C)c1C	i	i	i	i	i	-0.3	2	i	i	i	i
CCOC(=O)c1cc(OC(=O)c2ccccc2Br)n(-c2ccccc2)n1	i	i	i	i	i	0.1	23	i	i	i	i
On1c(-c2ccccc2)nc2ncccc21	i	i	i	i	i	0.7	18	i	i	i	i
CC(C)c1cc(CN2CCN(C3CCCC3)C(CCO)C2)[nH]n1 (stereo not drawn)	i	i	i	i	i	-0.4	18	i	i	i	i
Cc1ccc(N2C(=O)N(CC(=O)Nc3ccc([N+](=O)[O-])cc3)C(=O)C2C)cc1 (stereo not drawn)	i	i	i	i	i	-0.3	-61	i	i	i	i
Cc1ccc(-c2cc(C(=O)Nc3ccccc3C(N)=O)c3ccccc3n2)o1	i	i	i	i	i	0.1	28	i	i	i	i
CCc1nc2c3cnn(-c4cc(Cl)ccc4C)c3ncn2n1	i	i	i	i	i	0.0	31	i	i	i	i
CCC1CCC(c2nnc(-c3ccc([N+](=O)[O-])cc3)o2)CC1 (stereo not drawn)	i	i	i	i	i	-23	23	i	i	i	i
